miR-122 sensor = inhibitors of miR-122 in Huh7 cells | Huh7 miR-122 Renilla luciferase sensor, 48 h; neutral wells = 0, positive control = 100 | activation (reporter increase), % at 12.5 µM | 340,000 compounds, 0.3% hits | AID 602342;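 active = mean replicate activation score at least 90 and every replicate individually at or above 90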;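 note: higher luciferase means less miR-122 activity so hits act as miR-122 inhibitors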
Cneo AK release = Cryptococcus neoformans lysis via adenylate kinase release | C. neoformans lysis, adenylate kinase release luminescence, 4 h; normalised: neutral wells 0, clomiphene wells 100 | lysis activity, % at 15 µM | 360,000 compounds, 0.2% hits | AID 651654;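 active = mean lysis activity across replicates of at least 80%, whatever share of replicates individually reach that level; inactive = mean lysis activity below 80%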
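Assay system: Cryptococcus neoformans yeast cells / Dosing: single-point compound dose / Timing: 4 h at 37 °C static, read 1 h later / Measured by: luminescence of released adenylate kinase using an AK detection reagent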
ERp5 block = ERp5 (human) disulfide isomerase inhibition. ERp5 insulin aggregation, absorbance 650 nm, 90 min. AID 651711. Q15084. 350,000 compounds, 0.05% hits. inhibition, % at 9.99 µM;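 active = mean replicate inhibition above about 25%, with every replicate also reaching it, limit read from the data, passing the limit was not always enough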
Target sequence (Q15084 whole entry, looked up): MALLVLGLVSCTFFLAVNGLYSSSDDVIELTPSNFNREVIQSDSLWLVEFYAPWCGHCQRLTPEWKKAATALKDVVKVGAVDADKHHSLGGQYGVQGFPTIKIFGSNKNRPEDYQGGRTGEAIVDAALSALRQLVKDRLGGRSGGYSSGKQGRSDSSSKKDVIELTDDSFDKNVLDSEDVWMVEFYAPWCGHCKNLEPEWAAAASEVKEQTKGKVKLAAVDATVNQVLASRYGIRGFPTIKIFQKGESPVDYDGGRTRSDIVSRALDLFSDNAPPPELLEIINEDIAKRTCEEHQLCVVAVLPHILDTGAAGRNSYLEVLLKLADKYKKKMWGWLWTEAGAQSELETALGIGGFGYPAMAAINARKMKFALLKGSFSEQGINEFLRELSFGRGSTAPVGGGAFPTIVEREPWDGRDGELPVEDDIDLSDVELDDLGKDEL
esBAF inh = blocks esBAF chromatin remodeling in mouse ES cells; Bmi1-luciferase knock-in reporter, 24 h; 100% = twice the neutral-well signal; reporter increase, % at 12.5 µM; 350,000 compounds, 2% hits; AID 602393; in the data active = activation above about 40%;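 note: 0% = median of the plate's neutral control wells and 100% = double that signal; a rise in the Bmi1 reporter signal indicates esBAF inhibition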
Statin myotox sup = suppressors of simvastatin-induced myotoxicity in C2C12 myotubes | ATP luminescence, 48 h; scaled: DMSO 0, geranylgeraniol control 100 | rescue of ATP level, % at 7.49 µM | 330,000 compounds, 0.78% hits | AID 602340;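 active = mean ATP rescue above about 67%, or every replicate alone reaching that limit, limit read from the data, passing the limit was not always enough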;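 note: myotubes were challenged with 10 µM simvastatin during compound exposure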
ARNT-TACC3 inh = disruptors of human ARNT/TACC3 interaction | inhibition, % at 9.99 µM | Q9Y6A5 | AlphaScreen His-ARNT PAS-B/GST-TACC3 binding, luminescence; TACC3 fragment carries E629A point mutation | AID 623870 | 390,000 compounds, 0.66% hits;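 active = mean inhibition of replicates at least 50% and at least half of replicates each reaching 50%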;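 note: 0% = complete ARNT plus TACC3 wells and 100% = ARNT alone without TACC3; many hits fall short of the cut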
SIRT5 block = blocks human SIRT5 desuccinylation of peptide. Q9NXA8. Purified SirT5, succinyl-peptide AMC, trypsin-coupled fluorescence. inhibition, % at 15 µM. 330,000 compounds, 1.1% hits. AID 652115; in the data active = inhibition above about 15%
Target sequence (Q9NXA8 whole entry, looked up): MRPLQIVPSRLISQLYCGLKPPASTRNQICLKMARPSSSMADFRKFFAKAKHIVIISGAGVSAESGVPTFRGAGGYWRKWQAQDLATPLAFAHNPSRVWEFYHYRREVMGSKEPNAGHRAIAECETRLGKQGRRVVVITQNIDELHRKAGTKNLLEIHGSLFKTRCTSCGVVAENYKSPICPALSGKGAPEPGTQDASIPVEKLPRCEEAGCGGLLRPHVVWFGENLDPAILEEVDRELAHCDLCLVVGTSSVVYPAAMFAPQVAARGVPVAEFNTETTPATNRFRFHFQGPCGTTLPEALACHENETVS
An asterisk follows results filed as active; · = no result given; [ ] = remark or other dose.

Screens in order – esBAF inh	miR-122 sensor	Cneo AK release	ARNT-TACC3 inh	SIRT5 block	ERp5 block	Statin myotox sup
O=C(C[C@H]1CC[C@H]2[C@@H](COC[C@@H](O)CN2S(=O)(=O)c2ccc(F)cc2)O1)NCc1ccc(Cl)c(Cl)c1
→ 0	6[16.7 µM]	7	-16	2	-2	-8
CC(C)(C)c1cc(NC(=O)c2cccnc2)no1
→ ·	-7	-3	-2	·	·	·
Cc1cc(C(=O)Nc2ccc3c(c2)C(=O)N(C)[C@@H]2CC[C@@H](CC(=O)NC4CCCC4)O[C@H]2CO3)no1
→ -6	-8[16.7 µM]	-1	-11	-4	1	37
O=C1CCCN1c1ccc(S(=O)(=O)Oc2cccc(Cl)c2)cc1[N+](=O)[O-]
→ 10	-7	4	4	·	·	19
CC(OC(=O)c1cccc(-n2cnnn2)c1)C(=O)c1ccccc1 (stereo unspecified)
→ ·	-3	2	-1	-1	1	-12
CCC(C)NC(=O)CSc1nc2c(sc(=S)n2-c2cc(Cl)ccc2OC)c(=O)[nH]1 (stereo unspecified)
→ -5	4	2	-5	2	2	1
CC(C)(C)NC(=O)Nc1ccc(Cn2cc(C(F)(F)F)ccc2=O)cc1
→ -7	0	·	-2	0	-23	-7
Cc1ccoc1C(=O)NCCCNC(=O)c1occc1C
→ -9	-7	8	56*	·	·	-11
CCNC(=S)N1CCN(CCN=CC2=C(O)CC(c3cccs3)CC2=O)CC1 (stereo unspecified)
→ -1	3	·	-6	·	·	12
COc1ccccc1C(=O)CSc1cccc[n+]1[O-]
→ 2	1	·	-1	-4	-4	6
CN(Cc1cccs1)S(=O)(=O)c1cccs1
→ 3	9	0	-5	·	·	-8
CC(C)C#Cc1ccc2c(c1)O[C@@H](CN(C)C(=O)CN(C)C)[C@@H](C)CN([C@@H](C)CO)S2(=O)=O
→ -3	8[16.7 µM]	-1	99*	1	7	-6
O=C(CCC1COc2ccccc2O1)NCc1ccccc1 (stereo unspecified)
→ -4	-3	0	-6	·	·	-1
COc1ccc(S(=O)(=O)Nc2ccc3c(c2)C(=O)N([C@@H](C)CO)C[C@@H](C)[C@@H](CN(C)S(=O)(=O)c2cccs2)OCCCC[C@@H](C)O3)cc1
→ 8	-14[16.7 µM]	-3	-5	2	-3	4
CC=Cc1ccc2n(c1=O)C[C@H]1[C@H](CO)[C@@H](C(=O)NCc3ccccc3F)N(CCC)[C@@H]21 (mixture of isomers)
→ 1	·	-3	1	8	0	18
CCCC(=O)N1CCN(c2nnc(-c3ccc(C)cc3)c3ccccc23)CC1
→ 6	·	1	5	-1	-1	6
CCOC(=O)c1c(-c2ccc(C)o2)csc1N
→ -4	17	-2	-2	·	·	-24
CC1CN(S(=O)(=O)c2cccc(C(=O)OCC(=O)N3CCCCCC3)c2)CC(C)O1 (stereo unspecified)
→ -5	·	-2	-6	4	-2	4
CC(=O)c1ccc(OCC(=O)OC(C)C(=O)NC2CCCCC2C)cc1 (stereo unspecified)
→ -3	-12	-1	0	0	6	0
N#Cc1ccccc1S(=O)(=O)N1CCN(C(=O)c2cc(=O)[nH]c3ccccc23)CC1
→ 7	3	2	-1	-5	8	1
COc1ccc(CCC(C(O)C(F)(F)F)S(=O)c2ccccc2)cc1 (stereo unspecified)
→ -7	1	7	2	·	·	16
CN1C(=O)c2cc(NC(=O)c3cccs3)ccc2OC[C@H]2O[C@H](CC(=O)NCC3CC3)CC[C@@H]21
→ 0	-8[16.7 µM]	-3	3	·	·	24
COCCn1c(C)cc(C(=O)COc2nc3ccccc3nc2C)c1C
→ 4	-5	-2	·	·	·	6
O=C(Nc1ccc2c(c1)[C@@H]1C[C@H](CC(=O)N3CCCCC3)O[C@H](CO)[C@@H]1O2)NC1CCCC1
→ -5	-2[16.7 µM]	6	5	3	-2	-7
CCOc1cc(C2C(C(C)=O)=C(O)C(=O)N2CCc2c[nH]c3ccccc23)ccc1O (stereo unspecified)
→ ·	·	·	5	-1	-9	·
CCCNC(=O)c1cc(-c2ccc(OC)cc2)on1
→ 4	-12	-3	-2	·	·	3
COc1nc(OCCNC(=O)Nc2ccccc2)nc(N(C)C)n1
→ 2	-7	2	3	·	·	11
N#C[C@@H]1[C@@H](c2ccc(-c3ccc(F)cc3)cc2)[C@@H](CO)N1c1nc(-c2ccccc2)cs1
→ 0	·	7	-7	0	2	24
Cc1cc(O)c(C(=O)/C=C/c2ccccc2)c(=O)o1
→ 27	·	3	4	-1	1	-9
COc1ccc(CCNC2=C(Cl)C(=O)N(CCc3ccccc3)C2=O)cc1OC
→ ·	3	-4	-9	·	·	·
CC1CC(C)(C)NC(=S)N1CCCC(=O)NCCc1ccc(Cl)cc1 (stereo unspecified)
→ ·	·	·	-2	-2	1	·
COc1cc(C2/C(=C(\O)c3ccc4c(c3)OCCO4)C(=O)C(=O)N2Cc2ccccc2)ccc1O (stereo unspecified)
→ 7	-5	-2	-3	0	-9	14
C[C@H](CO)N1C[C@H](C)[C@H](CN(C)Cc2ccc(C(F)(F)F)cc2)Oc2ccc(NC(=O)NC3CCCCC3)cc2CC1=O
→ -4	5[16.7 µM]	0	2	1	0	7
COc1ccc(CCNC(=S)Nc2ccc(C(C)C)cc2)cc1
→ ·	0	10	0	1	-1	·
O=S(CC(O)(c1ccccc1)c1ccccc1)CC(O)(c1ccccc1)c1ccccc1
→ 21	2	0	·	-2	-5	19
COc1cccc(C(C)=C2SC(=S)NC2=O)c1
→ ·	·	·	1	5	16	·
C[C@@H]1CN([C@@H](C)CO)C(=O)Cc2cc(NC(=O)CCN3CCOCC3)ccc2O[C@@H]1CN(C)C(=O)Nc1cccc2ccccc12
→ 0	-4[16.7 µM]	0	-4	4	8	-8
Cc1noc(C)c1S(=O)(=O)N(C)C[C@@H]1OCCCC[C@H](C)Oc2ccc(NC(=O)c3ccccc3)cc2C(=O)N([C@@H](C)CO)C[C@H]1C
→ 5	6[16.7 µM]	0	-7	3	-3	·
O=C(CSc1nnc(Cc2ccsc2)o1)c1ccccc1
→ 11	-5	2	·	-2	2	-3
N=C(N)c1ccc(/C=C/c2ccc(C(=N)N)cc2O)cc1
→ 0	·	·	8	-3	0	-10

Shown as a markdown table: entries from further up
| SMILES | esBAF inh | miR-122 sensor | Cneo AK release | ARNT-TACC3 inh | SIRT5 block | ERp5 block | Statin myotox sup |
| --- | --- | --- | --- | --- | --- | --- | --- |
| CN1C(=O)c2cc(NC(=O)c3cccs3)ccc2OC[C@H]2O[C@H](CC(=O)NCC3CC3)CC[C@@H]21 | 0 | -8[16.7 µM] | -3 | 3 | · | · | 24 |
| COCCn1c(C)cc(C(=O)COc2nc3ccccc3nc2C)c1C | 4 | -5 | -2 | · | · | · | 6 |
| O=C(Nc1ccc2c(c1)[C@@H]1C[C@H](CC(=O)N3CCCCC3)O[C@H](CO)[C@@H]1O2)NC1CCCC1 | -5 | -2[16.7 µM] | 6 | 5 | 3 | -2 | -7 |
| CCOc1cc(C2C(C(C)=O)=C(O)C(=O)N2CCc2c[nH]c3ccccc23)ccc1O (stereo unspecified) | · | · | · | 5 | -1 | -9 | · |
| CCCNC(=O)c1cc(-c2ccc(OC)cc2)on1 | 4 | -12 | -3 | -2 | · | · | 3 |

Following part.
Screens in order – esBAF inh	miR-122 sensor	Cneo AK release	ARNT-TACC3 inh	SIRT5 block	ERp5 block	Statin myotox sup
CC1CCN(S(=O)(=O)c2ccc(S(=O)(=O)NCC(=O)C(C)(C)C)cc2)CC1
→ 2	6	-1	7	·	·	-37
CO[C@H]1CC[C@H]2CCOc3ccc(C#N)cc3C(=O)N(C)C[C@@H](OC)[C@H](C)C(=O)N(C)C[C@@H]1O2
→ 1	·	4	-3	2	1	-1
CN1C(=O)c2cc(NC(=O)C3CCOCC3)ccc2OC[C@H]2O[C@@H](CC(=O)NCC3CC3)CC[C@@H]21
→ -12	-2[16.7 µM]	-2	-7	0	3	1
C[C@H]1CN([C@@H](C)CO)C(=O)c2cc(-c3ccc(F)cc3)cnc2O[C@H]1CN(C)Cc1ccc(C(=O)O)cc1
→ -1	17[16.7 µM]	3	-5	-2	1	-5
Nc1nnnn1/N=C/c1cc(Br)ccc1O
→ -7	2	-6	·	4	-3	9
Cc1ccc(S(=O)(=O)c2nc(S(C)(=O)=O)sc2N2CCC(C(N)=O)CC2)cc1
→ -7	·	18	-1	-2	6	19
CC(C)c1ccc(Nc2nc(NCc3ccco3)nc(N3CCOCC3)n2)cc1
→ 9	13	1	-4	·	·	·
O=C(COC(=O)c1ccc(F)cc1F)Nc1cccnc1Cl
→ -1	·	1	3	-2	-8	-8
CC1CC(C)(C)CC2(C1)NC(=O)N(CC(=O)NCC(c1ccco1)N1CCCCC1)C2=O (stereo unspecified)
→ 2	-2	1	1	·	·	7
O=c1ccn([C@@H]2O[C@H](CNCc3c(OCc4ccccc4F)ccc4ccccc34)[C@@H](O)[C@H]2O)c(=O)[nH]1
→ 9	4	-1	·	0	1	8
COc1ccc(CCNC(=O)CSc2ccc3ccccc3c2)cc1OC
→ ·	-2	-2	-43	-1	8	·
O=C(NNc1ccccc1C(F)(F)F)c1sccc1Br
→ -1	-3	0	0	20*	-3	5
O=C(C[C@@H]1CC[C@H]2NC[C@H](O)COC[C@@H]2O1)NC1Cc2ccccc2C1
→ -1	-5[16.7 µM]	3	-13	2	0	-7
C=Cc1ccc(Cn2nc(-c3ccc(C)cc3)ccc2=O)cc1
→ 7	1	-3	-2	-3	0	7
CCn1c(SCC(=O)N2CCc3ccccc32)nc2c(c1=O)SC(C)C2 (stereo unspecified)
→ -2	-10	1	·	·	·	1
OC(COCC(F)(F)C(F)(F)C(F)(F)C(F)F)Cn1c2ccccc2c2ccccc21 (stereo unspecified)
→ 5	32	·	-3	-1	-11	7
O=C(CSc1nnc(-c2ccncc2)n1-c1ccc(F)cc1)NNC(=O)c1cccc(O)c1
→ ·	-1	6	-3	0	-3	·
COc1ccc(NS(=O)(=O)c2cc(NC(=O)c3ccc(F)cc3)ccc2OC)cc1
→ 10	108*	1	-1	·	·	-5
O=C(/C=C/c1ccc2c(c1)OCCO2)c1ccc(O)cc1
→ ·	7	-4	7	-6	-3	·
CCOC(=O)CC1COCCN1C(=O)c1cc(COc2ccc(F)c(F)c2)on1 (stereo unspecified)
→ ·	·	·	-3	0	-1	·
O=C(Nc1ccc2c(c1)[C@H]1C[C@@H](CC(=O)N3CCCCC3)O[C@@H](CO)[C@H]1O2)NC1CCCC1
→ -2	7[16.7 µM]	1	6	-3	4	-3
COc1ccc(CCNC(=O)c2nnn(CC(=O)Nc3cccc(F)c3)c2N)cc1OC
→ ·	·	·	3	-3	4	·
O=C(CSc1nc2ccccc2s1)N1CCN(C(=O)c2ccco2)CC1
→ 2	·	0	-15	·	·	8
O=C(Nc1cccc(F)c1)NC1(C(=O)NCC2CCCO2)CCCCC1 (stereo unspecified)
→ -1	·	-1	22	-6	2	3
CCC(=O)Nc1c(C(=O)Nc2cccc(OC)c2)oc2ccccc12
→ 43*	·	5	-15	·	·	2
CCN(CC)S(=O)(=O)c1cc(C(=O)OCC(=O)Nc2cccc(C)c2C)ccc1F
→ ·	·	·	-5	-3	5	·
O=c1c2ccccc2nc2n1C(CSCc1ccccc1)CS2 (stereo unspecified)
→ -5	-6	0	2	·	·	25
NC(=O)c1cccc(-c2coc3c(C(=O)NCc4cccnc4)cccc23)c1
→ 9	2	-1	·	-2	2	-3
Cc1ccc(S(=O)(=O)CNC(=S)c2cccc(Cl)c2)cc1
→ -15	-2	8	-1	·	·	5
C[C@@H]1CCCCO[C@@H](CN(C)C(=O)c2ccccc2)[C@@H](C)CN([C@@H](C)CO)C(=O)c2cc(NC(=O)Cc3ccccc3)ccc2O1
→ 0	6[16.7 µM]	-5	2	1	-3	·
COc1ccc(NC(=O)Nc2ccc(OCc3ccccc3)cc2)cn1
→ 9	15	1	-4	-1	-2	0
COc1ccccc1C(=O)N1C[C@@H]2[C@H](c3ccccc31)[C@H](CO)N2CC1CCCC1
→ -1	-35[16.7 µM]	-10	-3	-4	0	50
COc1ccc(NC(=O)c2cccnc2Nc2ccc(OC)cc2)cc1
→ 8	4	·	31	·	·	-22
CN1C(=O)N(c2ccc(Cl)cc2)C(C)(O)CC1(C)C (stereo unspecified)
→ -2	-3	0	-6	-8	3	0
CCCC(=O)N1CCCC1(C)C(=O)Nc1ccc(C)c(C)c1 (stereo unspecified)
→ 3	-2	-1	·	·	1	0

High-throughput results (PubChem)
